HSP90 refold inh = HSP90 refolding inhibition in rabbit reticulocyte lysate; 290,000 tested, 0.91% active; inhibition, % at 5.6 µM; AID 1789; luciferase refolding luminescence, 3 h;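 active = inhibition above the screen-wide mean plus 3 SD, computed separately per campaign, cut at about 16% in these data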;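 also: 0% = DMSO wells and 100% = 60 µM geldanamycin wells; inhibitors lower the luminescence because luciferase stays unfolded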
HDAC3 inhib = human HDAC3 inhibition. O15379. recombinant HDAC3, fluorogenic peptide/trypsin coupled, fluorescence. inhibition, % at 8.3 µM. 320,000 tested, 0.15% active. AID 2718; in the data active = inhibition above about 26%, passing the limit was not always enough; inconclusive = no clear call, values can overlap the other calls
Target sequence (O15379 whole entry, looked up): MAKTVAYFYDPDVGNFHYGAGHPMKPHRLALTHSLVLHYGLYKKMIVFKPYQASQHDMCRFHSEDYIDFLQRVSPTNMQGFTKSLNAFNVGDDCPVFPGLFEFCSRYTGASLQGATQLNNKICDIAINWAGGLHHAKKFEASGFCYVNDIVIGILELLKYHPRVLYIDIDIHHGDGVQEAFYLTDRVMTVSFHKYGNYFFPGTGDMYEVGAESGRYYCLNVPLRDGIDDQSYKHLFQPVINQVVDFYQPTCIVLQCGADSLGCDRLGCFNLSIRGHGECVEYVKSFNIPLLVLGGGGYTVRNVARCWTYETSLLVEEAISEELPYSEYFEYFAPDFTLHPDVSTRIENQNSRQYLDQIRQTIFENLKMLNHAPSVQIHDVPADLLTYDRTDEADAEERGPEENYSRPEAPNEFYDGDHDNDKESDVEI
HIF act = HIF pathway transcriptional activation; 300,000 tested, 0.32% active; activation, % at 7.5 µM (by protocol); U2OS HRE-luciferase reporter, luminescence; normalized: DMSO 0%, desferrioxamine 100%; AID 1910;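 active = mean activation of at least 10% of the iron chelator positive control signal, with at least half of replicates also reaching 10%; inconclusive = mean and replicate majority disagree about reaching 10%; inactive = mean and most replicates under 10%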
HSF-1 act = increases HSF-1 driven luciferase reporter signal | 300,000 tested, 1.7% active | activation, % at 9 µM | NIH3T3-HGL HSF-1 luciferase reporter, MG132, 8 h; 100% = twice DMSO control signal | AID 504408;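 active = mean replicate activation of at least 50% with a set share of replicates each reaching 50%; inconclusive = only one of those two conditions met; inactive = mean below 50% and too few replicates reaching it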;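 also: 0% = median of the neutral control wells and 100% = twice that signal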
KLF5 inhibitor = inhibitors of KLF5 expression | AID 1700 | DLD-1 KLF5 promoter-luciferase reporter, luminescence | 290,000 tested, 0.23% active | inhibition, % at 5 µM;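 active = inhibition above a per-plate limit of that plate's mean compound inhibition plus 3 SD, cut at about 60% in these data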;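 also: 0% = DMSO wells and 100% = LY294002 at 200 µM; higher means less KLF5 promoter-driven luciferase light; inactives centre near -14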
HSF1 inh = HSF1 inhibition; NIH3T3-HGL HSE-luciferase, MG132-induced, luminescence 8 h; stronger effect = lower value; activity change, negative = inhibition, % at 7.5 µM (by protocol); 300,000 tested, 0.77% active; AID 2098;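 active = more than half of replicate wells show activity change below -50%, luminescence cut by over half; inconclusive = some wells, but at most half, below -50%; inactive = no replicate well below -50%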;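 also: luciferase reports HSF-1 transcriptional activity via heat shock element; 0% = median of DMSO wells and -100% = zero luminescence signal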
aSyn 5UTR inh = 5' untranslated region of α-synuclein, MLPCN primary screen. alpha-synuclein 5'UTR reporter, inhibitor activity. inhibition, % (tested at 7.5 µM). 300,000 tested, 0.82% active; in the data active = inhibition above about 60%; inconclusive = no clear call, values can overlap the other calls;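 also: H4 neuroglioblastoma cells stably carrying SNCA 5'UTR luciferase fusion; 0% = DMSO wells and 100% = positive control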
AI-2 QS mod = modulates the Vibrio harveyi AI-2 quorum sensing system. Vibrio harveyi JMH597 AI-2 luminescence/OD600 ratio, 9 h; stronger effect = lower value; strain lacks LuxN and CqsS sensors; 0 = neutral-control median. activity change, % at 7.5 µM. 300,000 tested, 0.4% active. AID 2094; in the data active = activity change below about -75%, passing the limit was not always enough; inconclusive = no clear call, values can overlap the other calls;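 also: luminescence divided by OD600 gain over 9 h not by final OD600 alone; inactives centre near 13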
Platelet DG rel = modulates dense granule release in human platelets | human platelet-rich plasma, SFLLRN dense granule ATP release, luminescence | inhibition, %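 (compounds screened at 7.5 µM in platelet-rich plasma)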 | 300,000 tested, 0.22% active | AID 1663;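 active = mean replicate score, as percent of positive control, at or above 50; inconclusive = mean below 50 but at least one replicate at or above 50; inactive = mean and every replicate below 50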
IEC-6 cytotox = counter-screen for KLF5 inhibitors: cytotoxicity in IEC-6 cells; IEC-6 cytotoxicity, luminescence viability; inhibition, % at 5 µM; 290,000 tested, 0.78% active; in the data active = inhibition above about 22%;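 also: 0% = plate median of test compound wells and 100% = cytotoxic reference compound wells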
Starred values were filed as active, the others as inactive; ? = inconclusive; . = no result given. Rows were taken by chance; about 5% have a hit in one of these screens.

SMILES	HSP90 refold inh	HDAC3 inhib	HIF act	HSF-1 act	KLF5 inhibitor	HSF1 inh	aSyn 5UTR inh	AI-2 QS mod	Platelet DG rel	IEC-6 cytotox
C1=C(c2ccccc2)Nc2ccccc2N=C1c1ccccc1	6	5	2.7	27	-92	21	-32	78	1	3
CC(C)[C@@H](NC(=O)C1CCN(C(=O)[C@@H]2CCCN2C(=O)OC(C)(C)C)CC1)C(=O)NCc1ccc(F)cc1	-5	8	-0.3	8	-13	4	29	21	1	-9
COc1ccc(Cn2c(=O)c3cccnc3n(Cc3ccc([N+](=O)[O-])cc3)c2=O)cc1	2	-6	0.0	6	2	-2	39	18	3	-5
O=C(COc1ccc2ccccc2c1)N1CCN(C(=O)c2cccs2)CC1	-1	4	0.0	4	-11	0	40	44	-4	0
CCOC(=O)C1=C(COc2ccc(C)cc2)NC(=O)NC1c1cc(C)ccc1C (stereo not drawn)	1	.	2.5	43	-13	32	-86	-5	6	-5
CCc1ccc(NC(=O)CN2C(=O)COc3ccc(S(=O)(=O)N4CCCC4)cc32)cc1	-2	3	-0.6	-1	-21	2	-4	1	-9	-3
O=C(CN1C(=O)NC2(CCCCC2)C1=O)Nc1ccccc1Cl	6	-3	0.2	-4	5	-6	4	12	-2	-1
N#Cc1ccc(NC(=O)Nc2ccc(Oc3ccc(NC(=O)Nc4ccc(C#N)cc4)cc3)cc2)cc1	2	1	0.7	45	-8	10	74*	14	16	4
CCc1nc2ccccc2c(=O)n1NC(=O)c1c(O)c2ccccc2[nH]c1=O	4	3	0.1	6	-18	-7	11	30	3	0
Cc1ccc(C(C(=O)Nc2ccc3c(c2)OCO3)N(C)C(=O)Cc2c[nH]c3ccccc23)cc1 (stereo not drawn)	1	3	1.3	14	-33	-5	-8	31	21	3
O/N=C(\c1ccccn1)C1CC1c1ccccc1 (stereo not drawn)	-2	-4	0.1	-5	-24	-3	-16	33	0	1
Cc1nc2cc(NC(=O)c3ccc(Cl)cc3)ccc2n1C	8	2	-1.1	?	-82	24	-35	4	8	-2
O=C(NC1CCCC1)c1cc(=O)[nH]c2ccccc12	-2	-4	3.3	43	-20	21	-2	14	1	-3
COc1ccc(C(=O)Nc2nnc(SCC(=O)NCC3CCCO3)s2)cc1OC (stereo not drawn)	-3	3	-0.9	-3	-12	-6	4	18	-1	3
CCOC(=O)c1cc(S(=O)(=O)N(C)Cc2ccccc2)cn1C	-1	-7	0.5	-8	-7	-5	15	17	4	-6
COc1ccc(-c2csc3ncnc(Nc4ccc(O)cc4)c23)cc1	-3	-17	-0.1	0	-1	-7	44	36	4	-5
O=[N+]([O-])/C=C/c1cn(Cc2ccc(F)cc2)c2ccccc12	1	-3	0.1	19	-6	10	63*	4	-2	-3
O=C(Nc1ccc2c(c1)OCO2)c1ccc(S(=O)(=O)NCC2CCCO2)cc1 (stereo not drawn)	-5	-5	-0.3	-7	-15	-2	3	34	7	-2
O=C(O)c1ccc(-n2c(-c3ccc(Br)cc3)n[nH]c2=S)cc1	-6	3	-0.2	-17	-28	-6	21	25	-2	-3
CCOC(=O)C1(CCc2ccccc2)CCN(C(=O)C2=C(C)OCCO2)CC1	-5	2	2.5	17	-18	16	-12	12	-4	4
O=C(NC(=S)N1CCN(c2ccc([N+](=O)[O-])cc2)CC1)c1ccccc1F	-3	-5	-0.4	-2	-17	-9	27	15	14	1
N=C1/C(=C\c2coc3ccc(O)cc3c2=O)C(=O)N=C2SC=CN12	-1	6	-0.7	-15	-15	-4	-18	2	11	-12
O=C(Nc1ccccc1)O/N=C/c1ccccc1Cl	6	-6	0.5	44	10	1	-40	-16	1	-1
Cc1cc(Cl)c2ccc(Cl)cc2n1	0	6	-0.5	-5	-9	-4	-16	10	-3	-4
COC(OC)c1nc(SCC(=O)Nc2cccc(Cl)c2)ncc1C(=O)O	3	1	0.4	-3	2	-12	6	6	-3	4
Cc1nn(Cc2ccc(Cl)cc2Cl)c(C)c1NC(=O)CCl	2	-2	-0.4	-1	-70	12	-47	4	1	-1
CC(=O)Nc1cc(C(=O)NCc2ccco2)ccc1Sc1ccc(C)cc1	3	-1	-0.7	24	-13	3	17	14	0	7
Nc1ccc(-c2ncc(-c3ccccc3)o2)cc1	7	-72	-1.0	-27	24	-28	86*	2	18	2
Cc1cc(C)n2nc(SC(C)C(=O)NCc3ccco3)nc2n1 (stereo not drawn)	2	-5	-23	-6	-16	-7	-2	5	-2	-4
CCOC(=O)C1CCCN(C(=O)c2ccc3c(c2)N(C)C(=O)/C(=C/c2ccccc2Cl)S3)C1 (stereo not drawn)	6	12	-0.7	7	4	3	0	10	-1	5
Cc1ccc(NC(=O)NC2CC(=O)N(c3ccc4c(c3)OCCO4)C2)cc1C (stereo not drawn)	.	4	0.2	-4	.	-11	31	20	-3	.
COc1ccc(-n2nc3c(N4CCC(C(=O)NCCc5ccccc5C)CC4)nnc(C)c3c2C)cc1	3	3	-0.8	-17	-21	0	19	6	2	6
COc1ccc2c(c1)O/C(=C\c1ccccc1C)C2=O	-6	2	2.1	28	-68	11	-131	14	1	3
COc1ccc(NC2CCCN(C(=O)c3ccc(CSC)o3)C2)cc1OC (stereo not drawn)	2	1	-0.4	-10	-6	-2	13	11	-17	-1
O=C(Nc1c(C(=O)NCc2ccco2)cnn1-c1ccccc1)c1ccc(F)cc1	1	-1	-0.3	2	-1	9	1	20	0	-6
O=c1[nH]c(/C=C\c2cccc(Cl)c2)nc(O)c1[N+](=O)[O-]	7	-3	-0.1	-5	-32	-2	-19	-2	2	-5
Cc1noc2ncnc(Oc3ccc(C(C)(C)C)cc3)c12	-1	-4	0.7	8	-23	2	-42	29	-2	-2
Cc1cc(C)cc(N(CCC(=O)O)S(=O)(=O)c2ccc(Cl)cc2)c1	3	-1	0.3	21	-3	10	27	2	10	4
Cc1ccc(S(=O)(=O)Oc2ccc(/C=N/NC(=O)c3cccnc3)cc2)cc1	-2	3	0.1	4	-16	2	-15	3	-3	7
COC(=O)/C=C/c1c(C)nc(NCc2ccccc2)nc1Cl	-2	13	0.2	-6	-16	3	-18	24	7	-4
Cc1ccc(C(=O)N[C@H](C(=O)OCC(=O)Nc2cccc(S(N)(=O)=O)c2)C(C)C)cc1	-1	-8	-0.1	-4	-12	-1	2	19	1	0
Cc1cccc(NC(=O)/C=C/c2cccs2)n1	16	4	2.4	49	-79	21	-108	5	22	2
C=C1C(=O)O[C@H]2C[C@]3(C)C([C@@H](OC(=O)/C(C)=C/C)[C@H]12)[C@](C)(O)CC[C@H]3O (stereo partly drawn)	5	?	0.7	41	-10	16	-2	4	-2	3
C/C(=N/Nc1nc(-c2ccccc2F)nc2ccccc12)c1ccccc1O	7	7	0.1	-2	-7	-1	0	8	2	8
O=C(c1ccc(Br)o1)N1N=C(c2ccc(Cl)cc2)CC1c1ccco1 (stereo not drawn)	-1	7	-0.1	5	-7	3	8	34	28	17
CCN(C(=O)CN1CCN(c2ccccc2O)CC1)c1c(N)n(Cc2ccccc2)c(=O)[nH]c1=O	-1	0	0.1	-3	0	4	-19	17	1	-2

15 structures out of the list, sorted by SMILES length, low to high.
SMILES	HSP90 refold inh	HDAC3 inhib	HIF act	HSF-1 act	KLF5 inhibitor	HSF1 inh	aSyn 5UTR inh	AI-2 QS mod	Platelet DG rel	IEC-6 cytotox
Cc1cccc(NC(=O)/C=C/c2cccs2)n1	16	4	2.4	49	-79	21	-108	5	22	2
Cc1noc2ncnc(Oc3ccc(C(C)(C)C)cc3)c12	-1	-4	0.7	8	-23	2	-42	29	-2	-2
COC(=O)/C=C/c1c(C)nc(NCc2ccccc2)nc1Cl	-2	13	0.2	-6	-16	3	-18	24	7	-4
Cc1cc(C)n2nc(SC(C)C(=O)NCc3ccco3)nc2n1 (stereo not drawn)	2	-5	-23	-6	-16	-7	-2	5	-2	-4
COc1ccc(NC2CCCN(C(=O)c3ccc(CSC)o3)C2)cc1OC (stereo not drawn)	2	1	-0.4	-10	-6	-2	13	11	-17	-1
O=C(c1ccc(Br)o1)N1N=C(c2ccc(Cl)cc2)CC1c1ccco1 (stereo not drawn)	-1	7	-0.1	5	-7	3	8	34	28	17
Cc1cc(C)cc(N(CCC(=O)O)S(=O)(=O)c2ccc(Cl)cc2)c1	3	-1	0.3	21	-3	10	27	2	10	4
O=c1[nH]c(/C=C\c2cccc(Cl)c2)nc(O)c1[N+](=O)[O-]	7	-3	-0.1	-5	-32	-2	-19	-2	2	-5
Cc1ccc(NC(=O)NC2CC(=O)N(c3ccc4c(c3)OCCO4)C2)cc1C (stereo not drawn)	.	4	0.2	-4	.	-11	31	20	-3	.
O=C(Nc1c(C(=O)NCc2ccco2)cnn1-c1ccccc1)c1ccc(F)cc1	1	-1	-0.3	2	-1	9	1	20	0	-6
Cc1ccc(S(=O)(=O)Oc2ccc(/C=N/NC(=O)c3cccnc3)cc2)cc1	-2	3	0.1	4	-16	2	-15	3	-3	7
COc1ccc(-n2nc3c(N4CCC(C(=O)NCCc5ccccc5C)CC4)nnc(C)c3c2C)cc1	3	3	-0.8	-17	-21	0	19	6	2	6
CCN(C(=O)CN1CCN(c2ccccc2O)CC1)c1c(N)n(Cc2ccccc2)c(=O)[nH]c1=O	-1	0	0.1	-3	0	4	-19	17	1	-2
CCOC(=O)C1CCCN(C(=O)c2ccc3c(c2)N(C)C(=O)/C(=C/c2ccccc2Cl)S3)C1 (stereo not drawn)	6	12	-0.7	7	4	3	0	10	-1	5
C=C1C(=O)O[C@H]2C[C@]3(C)C([C@@H](OC(=O)/C(C)=C/C)[C@H]12)[C@](C)(O)CC[C@H]3O (stereo partly drawn)	5	?	0.7	41	-10	16	-2	4	-2	3

Source: PubChem BioAssay
